CHRM5 antagonist: antagonists of human muscarinic M5 receptor (CHRM5); P08912; CHO-hM5 cells, Fluo-8 calcium fluorescence, ACh EC80; inhibition, % at 3 µM; hit rate 0.59% among 360,000; AID 624040;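 active = inhibition above a per-plate cutoff, the mean of that plate's test compounds plus 3 SD, cut at about 27% in these data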;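 also: 0% = acetylcholine EC80 with DMSO and 100% = DMSO without agonist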
Target sequence (P08912 whole entry, looked up): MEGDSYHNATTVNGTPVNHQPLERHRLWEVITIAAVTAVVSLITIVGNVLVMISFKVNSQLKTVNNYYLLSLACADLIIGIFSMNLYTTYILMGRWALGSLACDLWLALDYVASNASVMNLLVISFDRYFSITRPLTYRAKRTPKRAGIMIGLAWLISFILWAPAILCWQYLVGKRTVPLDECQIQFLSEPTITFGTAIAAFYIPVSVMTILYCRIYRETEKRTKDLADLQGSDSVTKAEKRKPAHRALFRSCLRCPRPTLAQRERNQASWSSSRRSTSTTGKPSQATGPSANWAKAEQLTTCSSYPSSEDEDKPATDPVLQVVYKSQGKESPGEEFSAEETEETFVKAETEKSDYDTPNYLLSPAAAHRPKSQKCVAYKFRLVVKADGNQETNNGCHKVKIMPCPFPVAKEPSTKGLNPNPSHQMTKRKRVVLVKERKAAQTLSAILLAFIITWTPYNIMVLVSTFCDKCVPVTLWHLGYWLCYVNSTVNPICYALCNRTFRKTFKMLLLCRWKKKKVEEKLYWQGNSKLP
TAAR1 agonist: agonists of human TAAR1; CHO RD-HGA16 TAAR1, Fluo-8 calcium fluorescence; vehicle wells 0%, saturating PEA agonist 100%; activation, % at 3 µM; hit rate 0.99% among 360,000;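 active = activation above the mean activation of all test compounds in the run plus 3 SD, cut at about 38% in these data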
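Benchmarks: low control DMSO, high control PEA (EC100); System: CHO RD-HGA16 cells carrying human TAAR1 plus Gα16; Detection: Fluo-8 fluorescence, 5 s baseline then 140 s kinetic read; Schedule: 17-24 h plating, Fluo-8 75 min 37 °C, 30 min RT; Read-out basis: % activation from peak over basal fluorescence ratio, DMSO-to-PEA scaled.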
TAAR1 antag: antagonists of human TAAR1; Q96RJ0; CHO RD-HGA16 TAAR1, Fluo-8 calcium fluorescence, antagonist; inhibition, % at 3 µM; hit rate 1.5% among 360,000; AID 624466;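 active = inhibition above a per-plate cutoff, the mean inhibition of test compounds on that plate plus 3 SD, cut at about 49% in these data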;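 also: 0% = DMSO plus EC80 beta-PEA response and 100% = DMSO alone without agonist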
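System: RD-HGA16 CHO cells with stable hTAAR1 and Gα16 | Probe or stimulus: EC80 β-phenethylamine stimulus | Dosing: 3 µM, single point | Times: Dye loading 75 min at 37 °C, then 30 min room temperature | Measured by: Fluo-8 calcium-sensitive fluorescence | Read-out basis: % inhibition of agonist calcium response | Replicates: n of 1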
CRFBP-R2 agonist: CRF-BP/CRF-R2 complex agonism; HEK293 CRF-R2/CRF-BP, calcium dye fluorescence (FLIPR); percent of saturating CRF peptide response; hit rate 0.46% among 350,000; activation, % at 13.2 µM;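 active = activation of at least 50%, plus an integration ratio under a set limit after plate pattern correction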;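 also: plate controls were neutral control wells without compound for no effect and CRF at EC100 for full effect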
CHRM5 agonist: agonists of human muscarinic M5 receptor (CHRM5). P08912. CHO-K1 hM5 cells, Fluo-8 calcium fluorescence; 0% DMSO wells, 100% maximal acetylcholine response. activation, % at 3 µM. hit rate 0.19% among 360,000. AID 624037;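 active = activation above the run's mean over test compounds plus 3 SD, cut at about 23% in these data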;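 also: signal is peak over basal fluorescence ratio across the kinetic read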
CRFBP-R2 block: antagonists of CRF-binding protein/CRF-R2 receptor complex. HEK293 CRF-R2/CRF-BP, CRF-induced calcium fluorescence. inhibition, % at 11.8 µM. hit rate 0.59% among 350,000;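 active = inhibition of the ligand-induced calcium signal above about 50% at the single tested concentration, limit read from the data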
CHRM4 PAM: positive allosteric modulators of human muscarinic M4 receptor | P08173 | CHO-K1 hM4/Gqi5, Fluo-8 calcium fluorescence, ACh EC20; 0% = ACh EC20, 100% = maximal ACh | activation, % at 3 µM | hit rate 0.4% among 360,000 | AID 624126;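 active = activation above its plate's cutoff, the mean activation of sample wells plus 3 SD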; also: some results filed as inactive read as strong as hits
Target sequence (P08173 whole entry, looked up): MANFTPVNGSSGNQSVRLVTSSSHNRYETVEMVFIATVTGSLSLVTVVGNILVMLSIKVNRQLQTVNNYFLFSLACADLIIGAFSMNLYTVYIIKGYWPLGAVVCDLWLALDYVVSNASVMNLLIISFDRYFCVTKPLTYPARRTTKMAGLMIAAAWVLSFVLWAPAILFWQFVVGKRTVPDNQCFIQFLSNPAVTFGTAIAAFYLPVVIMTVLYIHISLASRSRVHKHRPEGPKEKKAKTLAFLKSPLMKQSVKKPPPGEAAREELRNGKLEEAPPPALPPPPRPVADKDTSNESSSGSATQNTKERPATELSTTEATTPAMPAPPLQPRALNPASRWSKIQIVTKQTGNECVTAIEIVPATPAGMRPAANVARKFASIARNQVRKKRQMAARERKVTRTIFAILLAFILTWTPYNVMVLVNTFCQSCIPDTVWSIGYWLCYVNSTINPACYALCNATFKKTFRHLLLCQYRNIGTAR
M1 PAM parental: M1 PAM counterscreen hit in parental CHO-K1 cells; hit rate 0.02% among 360,000; ATP EC20, Fluo-8 calcium fluorescence; 0% at ATP EC20, 100% at ATP max; activation, % at 3 µM;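 active = activation above the run cutoff, the mean activation of all test compounds plus 3 SD, cut at about 40% in these data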;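 also: peak over basal fluorescence ratio in a 140 s read after ATP addition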
CHRM5 PAM: potentiates acetylcholine response at human M5 receptor; CHO-K1 hM5, Fluo-8 calcium, ACh EC20 PAM; 0% = ACh EC20, 100% = ACh EC100; P08912; activation, % at 3 µM; hit rate 0.3% among 360,000;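 active = activation above the run cutoff, the mean activation of all test compounds plus 3 SD, cut at about 18% in these data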
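System: CHO-K1 hM5 cells. Reagent: acetylcholine, EC20 level. Compound dosing: single dose, 3 µM nominal final test concentration. Timing: Post-acetylcholine fluorescence recording 140 s. Detection: Fluo-8 calcium fluorescence. Read-out: % activation, ACh-normalized. Benchmarks: ACh EC20 and EC100 wells. Repeats: singlicate, one well per test compound.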
Numbers without * were called inactive; . = no result given. Hits appear at their usual frequency; overall some 4.2% were active at least once.

Abbreviations: A = CHRM5 antagonist; B = TAAR1 agonist; C = TAAR1 antag; D = CRFBP-R2 agonist; E = CHRM5 agonist; F = CRFBP-R2 block; G = CHRM4 PAM; H = M1 PAM parental; I = CHRM5 PAM
> CCCCC(=O)NCc1ccccc1Cl
  A = 5 | B = 6 | C = -13 | D = 0.5 | E = 0 | F = -5 | G = 5 | H = 16 | I = 0
> NC(=O)C1CCN(C(=O)CCC(=O)N2CCOc3ccc(Cl)cc32)CC1
  A = 2 | B = 1 | C = -9 | D = 0.3 | E = 2 | F = 2 | G = -2 | H = -2 | I = -3
> CN(C)c1ccc(C2C3CCCc4ccccc4C3=NN2C)cc1 (stereo not drawn)
  A = 12 | B = -1 | C = -15 | D = -1.1 | E = -2 | F = -4 | G = 8 | H = 10 | I = -3
> COc1cc(OC)c(C2CC(=O)N3CN(c4ccc(C)cc4)CSC3=C2C#N)cc1OC (stereo not drawn)
  A = 8 | B = 5 | C = -18 | D = 1.7 | E = 0 | F = 1 | G = -1 | H = -3 | I = -4
> CCOc1ccc(C2NC(=O)NC(C)=C2C(=O)OCc2ccccc2)cc1 (stereo not drawn)
  A = -14 | B = 5 | C = -2 | D = -1.3 | E = -3 | F = -3 | G = -2 | H = -5 | I = 11
> COc1ccc(OCCSc2nnc(-c3ccoc3C)n2C)cc1
  A = -17 | B = 6 | C = -3 | D = -2.2 | E = 0 | F = 3 | G = 19 | H = 6 | I = 1
> CC(=O)Nc1cccc(C(=O)/C=C/c2ccco2)c1
  A = 0 | B = 1 | C = 15 | D = 1.0 | E = 2 | F = -17 | G = -4 | H = 12 | I = 0
> O=C(C[n+]1cc(-c2ccccc2)n2c1CCC2)N1c2ccccc2Sc2ccccc21
  A = 52* | B = 2 | C = -9 | D = -0.3 | E = -10 | F = -2 | G = -19 | H = 18 | I = -19
> CCOC(=O)N1CCN(C(=S)NC(C)(C)C)CC1
  A = -4 | B = 21 | C = 1 | D = -1.7 | E = 1 | F = 15 | G = -15 | H = 15 | I = 3
> Cc1cccc(NC(=O)C2CCN(C(=O)N3CCOc4ccccc43)CC2)c1C
  A = 4 | B = 4 | C = 0 | D = -0.7 | E = 3 | F = 12 | G = 3 | H = 0 | I = -3
> Cc1ccccc1S(=O)(=O)Cc1ccc(C(=O)NCc2ccco2)o1
  A = -3 | B = 2 | C = -13 | D = 0.2 | E = -2 | F = 5 | G = 5 | H = 8 | I = -1
> CCOc1cccc(C(=O)NC(=S)NCc2cccnc2)c1
  A = 3 | B = -3 | C = -21 | D = 0.9 | E = -1 | F = 5 | G = 0 | H = 4 | I = -4
> Cc1cccc(NC(=O)CNC(=O)c2sc3ccccc3c2Cl)n1
  A = 3 | B = 1 | C = 3 | D = -1.1 | E = 4 | F = 1 | G = 8 | H = 12 | I = 2
> COc1cccc(/C=C(/C(=O)OCC(N)=O)c2ccccc2)c1
  A = -12 | B = 10 | C = 105* | D = -0.7 | E = -4 | F = 0 | G = 4 | H = -1 | I = -3
> O=C1CC(N2CCC(O)CC2)C(=O)N1c1ccc(Br)cc1 (stereo not drawn)
  A = -8 | B = 0 | C = 4 | D = 3.1 | E = -1 | F = -31 | G = 9 | H = 22 | I = 4

Reformatted: four of the compounds above.
CCOc1cccc(C(=O)NC(=S)NCc2cccnc2)c1
  CHRM5 antagonist: 3	TAAR1 agonist: -3	TAAR1 antag: -21	CRFBP-R2 agonist: 0.9	CHRM5 agonist: -1	CRFBP-R2 block: 5	CHRM4 PAM: 0	M1 PAM parental: 4	CHRM5 PAM: -4
Cc1cccc(NC(=O)CNC(=O)c2sc3ccccc3c2Cl)n1
  CHRM5 antagonist: 3	TAAR1 agonist: 1	TAAR1 antag: 3	CRFBP-R2 agonist: -1.1	CHRM5 agonist: 4	CRFBP-R2 block: 1	CHRM4 PAM: 8	M1 PAM parental: 12	CHRM5 PAM: 2
COc1cccc(/C=C(/C(=O)OCC(N)=O)c2ccccc2)c1
  CHRM5 antagonist: -12	TAAR1 agonist: 10	TAAR1 antag: 105*	CRFBP-R2 agonist: -0.7	CHRM5 agonist: -4	CRFBP-R2 block: 0	CHRM4 PAM: 4	M1 PAM parental: -1	CHRM5 PAM: -3
O=C1CC(N2CCC(O)CC2)C(=O)N1c1ccc(Br)cc1 (stereo not drawn)
  CHRM5 antagonist: -8	TAAR1 agonist: 0	TAAR1 antag: 4	CRFBP-R2 agonist: 3.1	CHRM5 agonist: -1	CRFBP-R2 block: -31	CHRM4 PAM: 9	M1 PAM parental: 22	CHRM5 PAM: 4

Remaining list, next part:
Abbreviations: A = CHRM5 antagonist; B = TAAR1 agonist; C = TAAR1 antag; D = CRFBP-R2 agonist; E = CHRM5 agonist; F = CRFBP-R2 block; G = CHRM4 PAM; H = M1 PAM parental; I = CHRM5 PAM
> Cn1c(=NC(=O)C2CC2)sc2cccc(F)c21
  A = -1 | B = -3 | C = -48 | D = -2.2 | E = -4 | F = 23 | G = -4 | H = 33 | I = -1
> Cc1c(C(=O)N2CC3(CC(c4cccc(NC(=O)CC(c5ccccc5)c5ccccc5)c4)=NO3)C[C@@H]2C(N)=O)cc([N+](=O)[O-])cc1[N+](=O)[O-] (stereo partly drawn)
  A = 1 | B = 19 | C = 5 | D = 1.0 | E = -1 | F = 7 | G = 3 | H = 10 | I = 15
> COc1ccc(NC2=C(C)C(=O)CC2)cc1
  A = 3 | B = 5 | C = 11 | D = -1.7 | E = -2 | F = 6 | G = -1 | H = 18 | I = -2
> CCOc1ccccc1Oc1cn[nH]c1-c1ccc(O)cc1O
  A = 10 | B = 3 | C = -19 | D = 0.2 | E = 2 | F = 9 | G = 7 | H = -18 | I = -8
> N#Cc1ccc(S(=O)(=O)N2CCCCC2c2cc(C(=O)Nc3cccc4c3CCCC4)no2)cc1 (stereo not drawn)
  A = -2 | B = 3 | C = 9 | D = . | E = 0 | F = . | G = -1 | H = -6 | I = 0
> C=CCN(C(=O)Nc1ccc2c(c1)nc(C)n2C)c1ccccc1
  A = 14 | B = 1 | C = -18 | D = 1.2 | E = -7 | F = 18 | G = -10 | H = 5 | I = -6
> O=C(CN1c2cccc3cccc(c23)S1(=O)=O)Nc1ccc(F)c(F)c1F
  A = 6 | B = 2 | C = 104* | D = 3.4 | E = -2 | F = -10 | G = 2 | H = 4 | I = 6
> c1ccc(CSc2snnc2-c2ccccc2)cc1
  A = -7 | B = 2 | C = 8 | D = -0.7 | E = -1 | F = 10 | G = -2 | H = 6 | I = 5
> COc1ccc(OCc2ccc(-c3nc4ccccc4c(=O)n3N)o2)cc1
  A = 4 | B = 7 | C = 27 | D = -1.5 | E = 0 | F = 0 | G = -4 | H = 8 | I = -12
> Cc1ccccc1NC(=O)c1ccno1
  A = 8 | B = 4 | C = -8 | D = -0.2 | E = -3 | F = -3 | G = -1 | H = 15 | I = 1
> O=C(Cc1ccc(Cl)cc1Cl)OCC(=O)N1CCN(C(=O)c2ccco2)CC1
  A = 6 | B = 1 | C = -10 | D = -0.1 | E = 1 | F = 12 | G = -6 | H = -2 | I = -7
> O=C(N/N=C\c1ccccc1)c1cccc(C(=O)N/N=C\c2ccccc2)n1
  A = 6 | B = 6 | C = 37 | D = -0.2 | E = -2 | F = 2 | G = -3 | H = 15 | I = -6
> O=[N+]([O-])c1cc2c(cc1/C=N/NS(=O)(=O)c1ccc(Br)cc1)OCO2
  A = 0 | B = -1 | C = -1 | D = -2.2 | E = -8 | F = -13 | G = 6 | H = 14 | I = 12
> CN(CCOc1ccccc1)C(=O)c1ccc(F)c(S(=O)(=O)N2CCOCC2)c1
  A = -2 | B = 2 | C = -31 | D = 1.6 | E = 0 | F = -4 | G = -3 | H = 14 | I = 5
> C[C@@H]1CN([C@@H](C)CO)C(=O)CCCn2nncc2CO[C@H]1CN(C)S(C)(=O)=O
  A = 7 | B = 2 | C = -12 | D = 1.0 | E = 0 | F = -7 | G = 0 | H = 12 | I = -4
> O=C(CSc1nc(C2CCCCC2)n(-c2ccccc2)n1)NCC(F)(F)F
  A = -4 | B = -2 | C = -13 | D = -1.9 | E = -7 | F = -51 | G = 4 | H = -4 | I = 3
> O=C(NCC(F)(F)F)C1C(=O)Nc2ccccc2C(=O)N1Cc1ccccc1 (stereo not drawn)
  A = 1 | B = 0 | C = -6 | D = . | E = 2 | F = . | G = 0 | H = . | I = -3
> Cc1onc(-c2ccccc2Cl)c1C(=O)Nc1ccc(S(=O)(=O)Nc2nccs2)cc1
  A = 11 | B = 17 | C = -2 | D = -1.3 | E = -5 | F = 0 | G = 6 | H = 15 | I = -4
> CSCCC1NC(=O)N(CC(=O)Nc2cccc(S(=O)(=O)N3CCCCCC3)c2)C1=O (stereo not drawn)
  A = 0 | B = 3 | C = 7 | D = -1.4 | E = 0 | F = -9 | G = 8 | H = 15 | I = 3
> CCCS(=O)(=O)N1CCc2cc(OC)c(OC)cc2C1
  A = -1 | B = 2 | C = -9 | D = -0.8 | E = 0 | F = 5 | G = 2 | H = 11 | I = -2
> CCC(C(=O)Nc1cccc(C(=O)O)c1)c1ccccc1 (stereo not drawn)
  A = -17 | B = 5 | C = -14 | D = -0.9 | E = 1 | F = 3 | G = 0 | H = 11 | I = 8
> CC(CCc1ccccc1)NC(=O)/C=C/c1ccccc1 (stereo not drawn)
  A = -1 | B = 3 | C = -4 | D = -1.7 | E = -4 | F = -18 | G = 20 | H = 21 | I = 7
> CCN(CC)C(=O)CCCC(=O)N(CC)CC
  A = 5 | B = 7 | C = -21 | D = -2.2 | E = -2 | F = -12 | G = 2 | H = 28 | I = 6
> O=[N+]([O-])c1cc(Cl)ccc1Sc1cccc2cccnc12
  A = 7 | B = 6 | C = -29 | D = -0.9 | E = -2 | F = 32 | G = -6 | H = 23 | I = -2
> COc1ccc(-c2noc(CNC(=O)c3ccoc3C)n2)cc1OC
  A = 3 | B = 8 | C = -12 | D = 0.0 | E = -1 | F = 6 | G = 2 | H = 12 | I = -5
> CCN(CC)S(=O)(=O)c1ccc(C)c(NC(=O)CN2CCN(C)CC2)c1
  A = 2 | B = 4 | C = -17 | D = 0.9 | E = -4 | F = -13 | G = 18 | H = -5 | I = 5
> O=C(CSc1nnc(-c2ccccc2F)o1)NC1CC1
  A = -4 | B = 9 | C = 14 | D = 1.1 | E = 1 | F = -2 | G = 9 | H = 3 | I = 4
> CSCC(C)N1CCC(N2CCC(C(=O)NCc3ccccn3)CC2)CC1 (stereo not drawn)
  A = -10 | B = 0 | C = -2 | D = 1.1 | E = -3 | F = 1 | G = 2 | H = 2 | I = 0
> Cc1ccc(CS(=O)(=O)CCC(=O)O)cc1
  A = 12 | B = 9 | C = 2 | D = 2.8 | E = 1 | F = -12 | G = 8 | H = -9 | I = 4
